TDP1 block: inhibitors of human tyrosyl-DNA phosphodiesterase TDP1; recombinant TDP1, AlphaScreen DNA substrate cleavage; actives 0.28% (n = 350,000); Q9NUW8; Potency, µM (highest dose often 130 µM), for inactives: top-dose activity change, negative = inhibition, hits mostly inhibitors; AID 485290; further: nearly all actives have a fitted effect of over 40% in size
Target sequence (Q9NUW8 whole entry, looked up): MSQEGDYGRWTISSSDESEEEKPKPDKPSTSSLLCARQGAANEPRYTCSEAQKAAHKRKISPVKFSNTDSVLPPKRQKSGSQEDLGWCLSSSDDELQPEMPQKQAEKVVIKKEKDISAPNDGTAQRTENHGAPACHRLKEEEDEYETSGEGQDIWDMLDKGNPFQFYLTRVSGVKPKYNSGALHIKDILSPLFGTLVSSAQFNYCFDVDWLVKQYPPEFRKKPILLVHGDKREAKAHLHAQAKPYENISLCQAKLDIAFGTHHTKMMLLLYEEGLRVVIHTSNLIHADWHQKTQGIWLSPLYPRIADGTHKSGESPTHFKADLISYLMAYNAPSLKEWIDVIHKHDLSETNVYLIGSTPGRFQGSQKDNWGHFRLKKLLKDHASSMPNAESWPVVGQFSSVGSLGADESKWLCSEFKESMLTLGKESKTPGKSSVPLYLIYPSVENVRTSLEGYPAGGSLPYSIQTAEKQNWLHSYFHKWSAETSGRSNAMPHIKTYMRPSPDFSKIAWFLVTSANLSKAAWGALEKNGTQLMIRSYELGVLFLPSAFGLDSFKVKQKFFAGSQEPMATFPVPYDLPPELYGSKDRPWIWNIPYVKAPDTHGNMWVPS
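E. coli-derived human Tdp1, 1 nM final. Cpd preinc 15 min RT; substrate 15 nM final, 5 min RT; AS bead mix 10 ug/ml final, 10 min RT. Signal loss = tyrosine-FITC cleavage. No-enzyme wells = max signal.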
FEN1 inhibitor: human FEN1 inhibition; actives 0.35% (n = 390,000); Recombinant FEN1 flap cleavage, fluorescence, 15 min; Potency, µM (series often up to 114 µM), inactives show top-dose activity change, negative = inhibition, most hits filed as inhibitors; AID 588795; further: nearly all actives have a fitted effect of over 65% in size
Target sequence (P39748 whole entry, looked up): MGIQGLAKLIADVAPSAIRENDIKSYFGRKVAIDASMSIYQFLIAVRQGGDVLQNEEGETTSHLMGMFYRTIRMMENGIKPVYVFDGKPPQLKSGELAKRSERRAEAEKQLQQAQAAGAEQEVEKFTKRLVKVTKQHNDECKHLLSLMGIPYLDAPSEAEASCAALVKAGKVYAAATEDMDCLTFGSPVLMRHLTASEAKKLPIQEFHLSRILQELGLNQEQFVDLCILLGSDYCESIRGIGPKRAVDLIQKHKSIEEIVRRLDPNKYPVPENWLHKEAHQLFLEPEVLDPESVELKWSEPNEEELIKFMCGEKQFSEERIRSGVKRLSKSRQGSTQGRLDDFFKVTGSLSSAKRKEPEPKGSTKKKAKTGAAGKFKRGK
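Concentration–response screening of FEN1 (10 nM): 15 min compound preincubation at room temperature, reaction started with 50 nM substrate and read at 0 and 15 min. Corrected, normalized data were fitted by a four-parameter Hill equation.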
N370S GC mod: inhibits or activates N370S mutant glucocerebrosidase; N370S GC spleen homogenate, 4MU-glucoside fluorescence; Potency, µM (titrated, usually from 59.4 µM), for the others: at the top dose activity change, negative = inhibition, usual class: inhibitors; actives 0.092% (n = 330,000); AID 2101;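 further: 0% = full enzyme activity and -100% = no enzyme basal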
* marks the source's active call; other numbers are inactive results; [ ] = another dose, or the depositor's remark. The call rests on the fitted dose curve; in most records, active means well fitted curve in the direction sought with a large enough effect; inconclusive means small, poorly fitted or top-dose-only effect, or another doubt; inactive means no such curve, though single readings can be large; an effect the other way counts as inactive or inconclusive. Unless noted, on the % scale 0 is the no-effect control and ±100 the full control effect; potency means the concentration at half of the fitted maximal effect.

For CCOc1ccccc1NC(=O)C1CCCN(c2ncnc3onc(-c4ccc(F)cc4)c23)C1 (stereo not given) the results were TDP1 block 4% and FEN1 inhibitor -4%.
Screening O=P(OCC1CC1)(c1ccccc1)c1ccccc1 returned TDP1 block 0%, FEN1 inhibitor -7% and N370S GC mod 3%.
`CCOc1cc(N2CCOCC2)c(OCC)cc1NC(=O)COC(=O)CCn1c(C)csc1=O` gave TDP1 block 2%, FEN1 inhibitor -1% and N370S GC mod -10%.
`COC(=O)[C@@]1(Cc2ccc(F)cc2)[C@H]2c3cc(C(=O)N(C)C)n(C[C@H](O)CO)c3C[C@H]2CN1C(=O)c1ccccc1` gave TDP1 block 0%, FEN1 inhibitor -14% and N370S GC mod -14%.
`Cc1ccccc1S(=O)(=O)/N=C(/c1ccccc1)N(C)C` gave TDP1 block 1%, FEN1 inhibitor 1% and N370S GC mod 0%.
Screening O=C(c1cccs1)N1N=C(c2ccccc2)CC1c1ccccc1 (stereo not given) returned TDP1 block 3%, FEN1 inhibitor -22% and N370S GC mod inconclusive.
`CC1(C)CC[C@]2(C)CC[C@@]3(C)C(=CCC4[C@@]5(C)CCC(O)C(C)(C)C5CC[C@@]43C)C2C1` (stereo not given in full) gave TDP1 block 12%[56.1 µM] and N370S GC mod -5%.
Cc1cc(C)cc(OCC(=O)N(Cc2ccc(C)o2)C2CCS(=O)(=O)C2)c1 (stereo not given) was read as TDP1 block 11% and FEN1 inhibitor 7%.
`Cc1[nH]nc2c1C1(CCOCC1)C(C#N)=C(N)O2` gave TDP1 block 0%, FEN1 inhibitor -2% and N370S GC mod 9%.
For CCCn1nnc2ccccc2c1=O the results were TDP1 block 1%, FEN1 inhibitor 6% and N370S GC mod 13%.
COc1cc(C(=S)N2CCOCC2)ccc1OC(=O)c1ccc(Br)cc1 was read as TDP1 block 7%, FEN1 inhibitor 11% and N370S GC mod -1%.
CCCC(CNC(=O)COC(=O)C1=NNC(=O)CC1)c1ccc(Cl)cc1Cl (stereo not given) was read as TDP1 block 1% and FEN1 inhibitor 8%.
`COC(=O)CC1COc2ccccc2N1C(=O)c1cccc(Cl)c1` (stereo not given) gave TDP1 block 2%, FEN1 inhibitor -13% and N370S GC mod -3%.
For Cc1ccc(CCNC(=O)c2nn(C)c3c2CSc2ccccc2-3)cc1 the results were TDP1 block 6% and FEN1 inhibitor 12%.
`C[n+]1cccc(C(=O)NCC2CCCO2)c1` (stereo not given) gave TDP1 block 3%, FEN1 inhibitor 0% and N370S GC mod 12%.
CCOC(=O)C1=C(CCc2ccccc2)NC(=O)NC1c1ccc(Br)cc1 (stereo not given) was read as FEN1 inhibitor -13% and N370S GC mod -6%.
For Cc1nc(NC(=O)/C=C/c2ccc(F)cc2)sc1C(=O)N(C)C the results were TDP1 block 2%, FEN1 inhibitor -5% and N370S GC mod -4%.
`CC(C)C(C(=O)NC1CCCC1)N(CC1CCCO1)C(=O)CNS(=O)(=O)c1ccc(F)cc1` (stereo not given) gave FEN1 inhibitor 0% and N370S GC mod -6%.
`CCOC(=O)CSc1nnc(Cc2ccc(OC)cc2)n1-c1ccccc1` gave TDP1 block 9%, FEN1 inhibitor 2% and N370S GC mod -3%.
O=C(Nc1cccc2c1CCCC2)c1ccc(Cl)c([N+](=O)[O-])c1 was read as TDP1 block 5%, FEN1 inhibitor -8% and N370S GC mod -6%.
`O=C(CCn1c(=O)c2cccn2c2cccnc21)Nc1ccccc1Br` gave TDP1 block 0% and FEN1 inhibitor -3%.
COc1cccc(OC)c1OCC(=O)Nc1ccc(S(=O)(=O)N2CCCC2)cc1 was read as TDP1 block -1% and FEN1 inhibitor -10%.
Cc1c(NC(=O)CN2C(=O)NC(C)(c3ccccc3Cl)C2=O)c(=O)n(-c2ccccc2)n1C (stereo not given) was read as TDP1 block 5%, FEN1 inhibitor 0% and N370S GC mod 1%.
COc1ccc(N2CC(C(=O)NC3CCSC3=O)CC2=O)cc1 (stereo not given) was read as FEN1 inhibitor -14% and N370S GC mod 2%.
Screening Cc1cccc(-n2ncc3c(NCCCN4CCCC4=O)ncnc32)c1 returned TDP1 block -1%, FEN1 inhibitor 6% and N370S GC mod 13%.
`CCN(CC)C(=O)COc1ccc(/C=C(\C#N)S(=O)(=O)c2ccccc2)cc1OC` gave TDP1 block 0%, FEN1 inhibitor -14% and N370S GC mod 28%.
CCOC(=O)c1oc2cccc(O)c2c1CN(Cc1ccccc1)C(C)=O was read as TDP1 block -2%, FEN1 inhibitor 0% and N370S GC mod -28%.
`COC(C(=O)NC1CCCCCCC1)c1ccccc1` (stereo not given) gave TDP1 block 4%, FEN1 inhibitor 0% and N370S GC mod 5%.
For CCC(=O)c1ccc(OCC(O)CN2CCN(c3ccccn3)CC2)cc1 (stereo not given) the results were FEN1 inhibitor 15% and N370S GC mod 2%.
Screening CCN(CCNS(=O)(=O)c1ccc2c(c1)oc(=O)n2C)c1ccccc1 returned TDP1 block 5%, FEN1 inhibitor 15% and N370S GC mod -6%.
For COc1ccc(N2CC(C(=O)N3CCOCC3)CC2=O)cc1 (stereo not given) the results were FEN1 inhibitor 13% and N370S GC mod -9%.
`Cc1cc[n+](CC(=O)c2ccc3c(c2)OCCO3)cc1` gave TDP1 block 3%, FEN1 inhibitor -7% and N370S GC mod 4%.
CSCC[C@H](NC(=O)c1cc([N+](=O)[O-])ccc1Cl)c1nc2ccccc2[nH]1 was read as TDP1 block 3%, FEN1 inhibitor -3% and N370S GC mod 6%.
`CCCSc1cc(=O)n(-c2ccccc2)nc1C(=O)O` gave TDP1 block 1%, FEN1 inhibitor -6% and N370S GC mod -1%.
For COc1cccc(NC(=O)c2ccccc2-c2nc(-c3ccc(Cl)cc3)no2)c1 the results were TDP1 block 3%, FEN1 inhibitor -3% and N370S GC mod inconclusive.
For COc1ccc(OCC(=O)Nc2ccc3nn(-c4ccc(OC)cc4)nc3c2)cc1 the results were TDP1 block -3% and FEN1 inhibitor 15%.
`COc1ccc(-n2nc(C(=O)NCC(=O)NCCC3=CCCCC3)c3ccccc3c2=O)c(OC)c1` gave TDP1 block -6%, FEN1 inhibitor -18% and N370S GC mod -4%.
For COc1ccccc1OCCCCN1CCN(c2ccccc2OC)CC1 the results were FEN1 inhibitor 0% and N370S GC mod -16%.
Screening Brc1ccc(-c2cn3cccnc3n2)cc1 returned TDP1 block -1%, FEN1 inhibitor 6% and N370S GC mod 8%.
`COc1ccc(N2CCN(C(=O)c3ccc(N(C)S(=O)(=O)c4ccc(C)cc4)cc3)CC2)cc1` gave TDP1 block 4%, FEN1 inhibitor -14% and N370S GC mod -18%.

An excerpt from above in order of count of non-hydrogen atoms, rising:
Screening Brc1ccc(-c2cn3cccnc3n2)cc1 returned TDP1 block -1%, FEN1 inhibitor 6% and N370S GC mod 8%.
`COC(C(=O)NC1CCCCCCC1)c1ccccc1` (stereo not given) gave TDP1 block 4%, FEN1 inhibitor 0% and N370S GC mod 5%.
For COc1ccc(N2CC(C(=O)N3CCOCC3)CC2=O)cc1 (stereo not given) the results were FEN1 inhibitor 13% and N370S GC mod -9%.
COc1ccc(N2CC(C(=O)NC3CCSC3=O)CC2=O)cc1 (stereo not given) was read as FEN1 inhibitor -14% and N370S GC mod 2%.
`O=C(CCn1c(=O)c2cccn2c2cccnc21)Nc1ccccc1Br` gave TDP1 block 0% and FEN1 inhibitor -3%.
CCOC(=O)c1oc2cccc(O)c2c1CN(Cc1ccccc1)C(C)=O was read as TDP1 block -2%, FEN1 inhibitor 0% and N370S GC mod -28%.
For COc1cccc(NC(=O)c2ccccc2-c2nc(-c3ccc(Cl)cc3)no2)c1 the results were TDP1 block 3%, FEN1 inhibitor -3% and N370S GC mod inconclusive.
For COc1ccc(OCC(=O)Nc2ccc3nn(-c4ccc(OC)cc4)nc3c2)cc1 the results were TDP1 block -3% and FEN1 inhibitor 15%.
Cc1c(NC(=O)CN2C(=O)NC(C)(c3ccccc3Cl)C2=O)c(=O)n(-c2ccccc2)n1C (stereo not given) was read as TDP1 block 5%, FEN1 inhibitor 0% and N370S GC mod 1%.
`COc1ccc(N2CCN(C(=O)c3ccc(N(C)S(=O)(=O)c4ccc(C)cc4)cc3)CC2)cc1` gave TDP1 block 4%, FEN1 inhibitor -14% and N370S GC mod -18%.
`COc1ccc(-n2nc(C(=O)NCC(=O)NCCC3=CCCCC3)c3ccccc3c2=O)c(OC)c1` gave TDP1 block -6%, FEN1 inhibitor -18% and N370S GC mod -4%.

More compounds:
Screening CCc1nnc(NS(=O)(=O)c2ccc(NC(=O)c3ccccc3OC)cc2)s1 returned TDP1 block 3%, FEN1 inhibitor -8% and N370S GC mod -9%.
`Nc1nc2nonc2nc1N` gave TDP1 block -8%, FEN1 inhibitor 4% and N370S GC mod 1%.
Screening COc1ccc(N=Cc2c[nH][nH]c2=O)cc1 returned TDP1 block 3%, FEN1 inhibitor 4% and N370S GC mod 1%.
For COc1cc(NS(=O)(=O)c2ccc(NC(=S)NC(=O)c3ccc(F)c(F)c3)cc2)nc(OC)n1 the results were TDP1 block 5%, FEN1 inhibitor -15% and N370S GC mod 1%.
Screening COCCNC(=S)N1C2CCC1CC(NC(=O)NC13CC4CC(CC(C4)C1)C3)C2 (stereo not given) returned TDP1 block 0%, FEN1 inhibitor 4% and N370S GC mod 3%.
For CN1CCN(c2nc(-c3ccccn3)nc3ccccc23)CC1 the results were TDP1 block 9%, FEN1 inhibitor 5% and N370S GC mod -17%.
For Cc1cc(C)cc(C(=O)Oc2coc(CSc3nnc(NC(=O)C4CC4)s3)cc2=O)c1 the results were TDP1 block -3%, FEN1 inhibitor 1% and N370S GC mod 0%.
`CCOc1ccccc1Nc1ccc(C(=O)O)cc1NC(C)=O` gave TDP1 block -2%, FEN1 inhibitor 7% and N370S GC mod 8%.
CC1(C)Oc2ccc(C(=O)NC3CCCC3)cc2N(CC(=O)N2CCOCC2)C1=O was read as TDP1 block 5%, FEN1 inhibitor -10% and N370S GC mod 4%.
O=C(NCCc1ccco1)C(=O)NCCC1CCCCN1S(=O)(=O)c1ccccc1 (stereo not given) was read as TDP1 block 3%, FEN1 inhibitor -11% and N370S GC mod 10%.
For O=C(NCc1ccc(Cl)s1)C1CCC(=O)N(CCc2cccc(F)c2)C1 (stereo not given) the results were TDP1 block 2%, FEN1 inhibitor -18% and N370S GC mod -3%.
Screening CC[C@H]1OC(=O)[C@H](C)[C@@H](O[C@H]2C[C@@](C)(OC)[C@@H](O)[C@H](C)O2)[C@H](C)[C@@H](O[C@@H]2O[C@H](C)C[C@H](N(C)C)[C@H]2O)[C@](C)(O)C[C@@H](C)CN(C)[C@H](C)[C@@H](O)[C@]1(C)O returned TDP1 block 15%, FEN1 inhibitor 15% and N370S GC mod 0%.
Screening Cc1cccc(NC(=O)CNC(=O)CSc2nc(N)cc(N)n2)c1C returned FEN1 inhibitor -2% and N370S GC mod -5%.
For N#C/C(=C/c1ccc(Cl)cc1)c1nc(-c2ccc(Br)cc2)cs1 the results were TDP1 block 4%[12.3 µM] and FEN1 inhibitor -2%.
`CC(C)c1ccc(NC(=O)CN2C(=O)NC(C)(C3CC3)C2=O)cc1` (stereo not given) gave TDP1 block 0%[56.1 µM] and FEN1 inhibitor -7%.
For Cc1ccc(CN2CC(C(=O)Nc3ccccc3N3CCCC3)CC2=O)cc1 (stereo not given) the results were TDP1 block -8%, FEN1 inhibitor -4% and N370S GC mod -2%.
`CCCSc1ncccc1C(=O)O` gave TDP1 block 0%, FEN1 inhibitor -10% and N370S GC mod -14%.
`Cc1cc(N2CCOCC2)nc(C(C)C)n1` gave TDP1 block 9%, FEN1 inhibitor 3% and N370S GC mod 5%.
Screening O=C(Cn1c2c(sc1=O)C1c3ccccc3OCC1CS2)Nc1ccc(Cl)c(Cl)c1 (stereo not given) returned TDP1 block 6%, FEN1 inhibitor -1% and N370S GC mod 9%.
`Cc1ccc(CSCC(=O)Nc2ccccc2F)cc1` gave TDP1 block -3%, FEN1 inhibitor -5% and N370S GC mod 1%.
`CCC(=O)Nc1cc(C)c(OC)c(C)c1` gave TDP1 block 2%, FEN1 inhibitor -2% and N370S GC mod 8%.
`Cc1ccc(/C(O)=C/C(=O)C(=O)NC23CC4CC(CC(C4)C2)C3)cc1` gave TDP1 block 10%, FEN1 inhibitor -18% and N370S GC mod 2%.
Screening CCn1c(SCc2ccccc2)nc2cc(S(N)(=O)=O)ccc21 returned TDP1 block -3%, FEN1 inhibitor 9% and N370S GC mod 1%.
`CCOCC(=O)Nc1c(C(=O)Nc2ccc(OC)cc2OC)oc2ccccc12` gave TDP1 block 2%, FEN1 inhibitor 11% and N370S GC mod 4%.

Bioassay records from PubChem BioAssay.
